Bioassay records (PubChem BioAssay)
MCF10A rerep = DNA re-replication induction in MCF 10a cells; Potency, µM (top dose mostly 46.1 µM), for the others: at the highest dose activity, positive = re-replication, most hits filed as activators; 350,000 tested, 2.9% active; MCF 10A DNA re-replication, Hoechst nuclear intensity, 48 h; also: % of control where 0% means no effect; nearly all actives have a fitted effect of over 50% in size
TGFb SMAD3 inh = blocks TGF-b signaling | HepG2 CAGA-GFP TGF-b/SMAD3 reporter, GFP fluorescence, 18 h; TGF-beta stimulated, 500 pg/mL final | Potency, µM (highest dose often 46.1 µM), for inactives: top-dose activity, negative = inhibition, usual class: inhibitors | 410,000 tested, 1.2% active; also: % is scaled to controls: 0 for no effect and ±100 for the full control effect; nearly all actives have a fitted effect of over 65% in size
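GFP signal (ex488/em500-530) from TGF-beta-stimulated HEPG2 CAGA-GFP cells, 500 pg/mL final, 18 h at 37 degrees C in DMEM plus 1% FBS, normalized to unstimulated and DMSO-stimulated controls.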
Nrf2 inh = blocks Nrf2 signaling; A549 ARE-Fluc reporter, luciferase luminescence, 18-24 h; Potency, µM (series often up to 46 µM), for the others: at the top dose activity change, negative = inhibition, most hits filed as inhibitors; 360,000 tested, 2.1% active; AID 504444; also: % is scaled to controls: 0 for no effect and ±100 for the full control effect; nearly all actives have a fitted effect of over 60% in size
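In this cell-based qHTS, ARE-driven firefly luciferase in A549 cells reports Nrf2 activity; the luminescent signal after BugLite lysis is the measured value, with a prior CellTiter-Fluor read for cell health.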
Nrf2 ARE act = activates Nrf2 signaling; 410,000 tested, 0.31% active; AREc32 ARE-luciferase reporter (MCF7-derived line), luminescence, 24 h; AID 624171; Potency, µM (doses to about 46.1 µM), without a hit: top-dose activation, usual class: activators; also: % of control where 0% means no effect; nearly all actives have a fitted effect of over 65% in size
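ARE activation measured as luciferase luminescence (Steady-Glo, 30 min RT) in AREc32_Fluc cells after 24 hr compound exposure at 37 deg C, 5% CO2; cells seeded overnight at 1000/well in OPTI-MEM, 5% FBS.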
HepG2 tox = kills HepG2 cells in TGF-b inhibitor counter-screen | HepG2 CAGA-GFP viability, ATP luminescence, 18 h | Potency, µM (doses to about 46.1 µM), for inactives: top-dose activity change, negative = cytotoxicity, usual class: cytotoxic | 410,000 tested, 0.76% active; also: some results filed as inactive show a strong effect at the top dose
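CellTiter-Glo luminescence gave cytotoxicity after 18 hours at 37 degrees C. The cells were HepG2 CAGA-GFP in 1% FBS DMEM, stimulated with 500 pg/mL TGF-beta after compound addition. %Activity was normalised to no-cell wells (complete cell-killing) and DMSO (no toxicity), and curves were fitted and classified.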
EPAC2 antagonist = EPAC2 (human) antagonism. Q8WZA2. EPAC2 GEF exchange of Rap1B-BODIPY-GDP, fluorescence. Potency, µM (doses to about 114 µM), without a hit: at the highest dose activity, negative = inhibition, most hits filed as inhibitors. 360,000 tested, 0.18% active. AID 720708; also: % is scaled to controls: 0 for no effect and ±100 for the full control effect; nearly all actives have a fitted effect of over 45% in size; many of its hits are not listed in these tables
Target sequence (Q8WZA2 whole entry, looked up): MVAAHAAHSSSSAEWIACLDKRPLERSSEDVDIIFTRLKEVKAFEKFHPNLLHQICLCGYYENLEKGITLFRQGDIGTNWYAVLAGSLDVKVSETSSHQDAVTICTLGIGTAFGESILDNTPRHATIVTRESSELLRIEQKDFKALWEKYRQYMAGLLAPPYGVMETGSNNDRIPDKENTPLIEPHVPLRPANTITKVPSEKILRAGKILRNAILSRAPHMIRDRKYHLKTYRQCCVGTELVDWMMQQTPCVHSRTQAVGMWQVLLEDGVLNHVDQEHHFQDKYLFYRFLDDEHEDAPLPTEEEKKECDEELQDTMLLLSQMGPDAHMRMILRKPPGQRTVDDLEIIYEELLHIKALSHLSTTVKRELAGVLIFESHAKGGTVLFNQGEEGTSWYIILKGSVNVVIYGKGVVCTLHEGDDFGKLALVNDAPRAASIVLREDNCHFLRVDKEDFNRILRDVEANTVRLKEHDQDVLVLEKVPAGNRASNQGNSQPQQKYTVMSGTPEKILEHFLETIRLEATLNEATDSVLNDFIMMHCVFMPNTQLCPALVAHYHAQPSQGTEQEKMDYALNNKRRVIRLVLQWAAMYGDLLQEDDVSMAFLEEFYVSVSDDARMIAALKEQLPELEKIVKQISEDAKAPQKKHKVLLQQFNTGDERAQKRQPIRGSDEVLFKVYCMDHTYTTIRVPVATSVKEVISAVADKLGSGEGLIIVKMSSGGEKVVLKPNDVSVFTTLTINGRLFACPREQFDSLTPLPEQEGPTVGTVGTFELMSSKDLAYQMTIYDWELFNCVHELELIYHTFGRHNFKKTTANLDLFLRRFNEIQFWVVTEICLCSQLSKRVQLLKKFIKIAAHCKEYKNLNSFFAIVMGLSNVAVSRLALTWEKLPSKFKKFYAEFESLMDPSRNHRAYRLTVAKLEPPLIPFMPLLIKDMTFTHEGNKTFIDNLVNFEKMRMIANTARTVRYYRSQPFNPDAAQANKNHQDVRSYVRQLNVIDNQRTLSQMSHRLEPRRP
ATXN viability = reduces viability in counter-screen for ATXN expression inhibitors; S2 cells (HEK-293 line with an ATXN2-luciferase reporter) viability, CellTiter-Fluor protease fluorescence, 24 h; Potency, µM (doses to about 56.7 µM), actives largely listed as cytotoxic; 400,000 tested, 0.49% active; also: nearly all actives have a fitted effect of over 40% in size
A549 viability = A549 cytotoxicity, counter-screen for Nrf2 inhibitors | A549 ARE-Fluc cells, CellTiter-Fluor viability, 18-24 h | Potency, µM (titrated, usually from 46 µM), for the others: at the top dose activity change, negative = cytotoxicity, usual class: inhibitors | 390,000 tested, 0.16% active | AID 504648; also: % is scaled to controls: 0 for no effect and ±100 for the full control effect
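A549 ARE-Fluc cells in 5% FBS OPTI-MEM, 5000 cells/well, rested 2 h then exposed to compounds in concentration-response for 18-24 h at 37 °C. Viability by CellTiter-Fluor fluorescence (Ex 405/Em 525) after 30 min; luciferase luminescence (BugLite, 15 min, RT) read afterwards.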
ATXN2 expr inh = ATXN2 expression inhibition | 360,000 tested, 0.72% active | HEK-293 ATXN2-luciferase reporter, luminescence, 24 h | Potency, µM (titrated, usually from 57 µM), inactives show at the highest dose activity change, negative = inhibition, hits mostly inhibitors; also: % is scaled to controls: 0 for no effect and ±100 for the full control effect; nearly all actives have a fitted effect of over 55% in size
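ATXN2-luciferase reporter cells (luciferase flanked by upstream and downstream ATXN2 gene portions) were treated 24 h at 37 °C with compounds at up to 57 uM. SteadyGlo luminescence gave expression; GF-AFC fluorescence gave viability.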
Active calls of the source: *; i = inactive; ? = inconclusive; · = not tested or not shown; & = joins results of further samples; [ ] = remark or other dose. Calls follow the shape of the dose curve; as a rule, active = well fitted curve in the direction sought with a large enough effect; inconclusive = small, poorly fitted or top-dose-only effect, or another doubt; inactive = no such curve, though single readings can be large; an effect the other way counts as inactive or inconclusive. Potency is read from the fitted curve at half-maximal effect.

SMILES	MCF10A rerep	TGFb SMAD3 inh	Nrf2 inh	Nrf2 ARE act	HepG2 tox	EPAC2 antagonist	ATXN viability	A549 viability	ATXN2 expr inh
c1ccc2c(c1)CN(Cc1ccc3c(c1)OCO3)Cc1cnnn1-2	·	-8%	·	-0.3%	-47%	8%	i	·	-21%
Cc1cccc(-n2c(O)c(/C=N/Nc3nc4c(c(=O)n(C)c(=O)n4C)n3C)c(=O)[nH]c2=S)c1	?	-1%	14%	-0.2%	4%	-6%	i	3%	1%
CCOC(=O)[C@]12Cc3cc(Cl)ccc3[C@H]1N(C1CCCCC1)C(=O)c1ccccc12	·	·	·	-3.4%	·	?	3.5µM*	·	3.2µM*
C=CCOC(Cn1ccnc1)c1ccc(Cl)cc1Cl (centres undefined)	?	2%	5%	-0.7%	9%	-28%	i	8%	-11%
CN1CCc2cc3c(cc2[C@H]1[C@@H]1OC(=O)c2c1ccc1c2OCO1)OCO3	?	11%	7%	-0.8%	5%	8%	i	0%	4%
CNc1cc(Cl)c2nonc2c1[N+](=O)[O-]	?	5.6µM*	?	-2.4%	-137%	-15%	22µM*	?	28µM*
Cc1cc(/C=C2\C(=O)NC(=O)N(Cc3ccco3)C2=O)c(C)n1-c1ccc(O)cc1	5%	3%	-7%	-0.3%	-7%	-14%	i	-5%	7%
CCOc1ccc(CN2CCN(C(=O)Cc3ccccc3)CC2)cc1	11%	-25%	0%	1.1%	-13%	5%	i	0%	-22%
NC(Cc1ccc(F)cc1)c1csc(Nc2ncccn2)n1 (centres undefined)	·	?	·	-0.5%[9.22 µM]	-23%	7%	i	·	?
Cn1c(O)c(C=Nc2ccc3c(c2)CCC3)c(=O)n(C)c1=O	-5%	0%	9%	-0.5%	-3%	-7%	i	-4%	26%
Cc1cc(=O)oc2cc(OCC(=O)N3C[C@H]4C[C@@H](C3)c3cccc(=O)n3C4)ccc12	12%	-5%	4%	-0.7%	-20%	-6%	i	-1%	7%
NS(=O)(=O)c1cccc(N2CCNCC2)c1	-2%	-9%	-11%	-0.3%	4%	13%	i	-3%	9%
O=S(=O)(NCc1ccncc1)c1ccc(F)c(F)c1	·	6%	·	-0.1%	-27%	5%	?	·	·
Cc1csc(=N)n1Cc1ccccc1	-5%	1%	-17%	0.0%[9.22 µM]	16%	0%	i	-2%	1%
CCOC(=O)C1=C(N)Oc2ccccc2C12C(=O)N(CC(=O)OC)C(CC(=O)OC)=C2C(=O)OC (centres undefined)	8%	1%	19%	-0.7%	-11%	4%	i	-5%	-5%
Cc1ccccc1S(=O)(=O)N1C[C@H]2[C@H]3C(=O)N(C4CCCCC4)C(=O)[C@H]3CC(=O)[C@H]2[C@@H]1c1ccc(Cl)cc1	·	?	·	0.5%	-22%	-24%	i	·	2%
C=CC1CN2CCC1CC2c1[nH]c2ccccc2c1CCO (centres undefined)	-75%[inhibitor]	1%	4%	0.3%	-1%	0%	i	1%	-11%
CN(C)C(=O)Oc1ccc2oc(=O)cc(-c3cc4ccccc4o3)c2c1	14%	-4%	9%	0.3%	-5%	-9%	i	3%	0%
O=C(CNC(=O)c1ccc(Cl)cc1)Nc1ccc(Br)cc1C(=O)c1ccccc1	?	?	?	4.5%	-36%	-16%	i	-3%	-14%[11.3 µM]
Cc1cc(OCC(=O)N2CCC(C(=O)NCC(C)C)CC2)c2c3c(c(=O)oc2c1)CCCC3	-9%	-2%	-6%	0.3%	1%	5%	i	-12%	6%
CC1(C)c2[nH]c3ccccc3c2C[C@@H]2C(=O)N(Cc3ccccc3F)C(=O)N21	?	?	0%	5.6%	-16%	5%	i	8%	-29%
Cc1c(C(=O)N2CCC3(CC2)OCCO3)oc2ccccc12	-1%	-16%	14%	0.3%	0%	6%	i	2%	2%
Cc1ccccc1-n1c(-c2ccco2)nc2ccccc2c1=O	12%	-5%	-9%	0.1%	-19%	1%	?	-13%	-12%
O=[N+]([O-])c1ccc(N(CCO)CCO)c2c1no[n+]2[O-]	·	7.1µM*	·	-5.6%	-115%	?	·	·	·
Cc1ccc(/C=C2\C(=O)NC(=O)N(CCc3ccc(F)cc3)C2=O)s1	-1%	10%	23%	-0.2%	3%	3%	i	0%	14%
O=C1C2CCCN2C(c2cccs2)N1c1ccccn1 (centres undefined)	10%	-2%	?	-0.2%	0%	5%	?	1%	-10%
C=CCNC(=O)c1c(N)n(Cc2ccco2)c2nc3ccccc3nc12	20%	-23%	?	13%	1%	-1%	·	?	-22%
Cc1nc(NS(=O)(=O)c2cccc([N+](=O)[O-])c2)sc1C(C)(C)C	3%	?	-14%	6.1%	-17%	-1%	i	5%	·
O=C(CN1CCN(S(=O)(=O)c2cc(Br)ccc2Br)CC1)NCc1ccccc1Cl	12%	?	?	2.8%	-20%	-12%	i	-15%	-3%
COc1ccc(C(c2c(O)c3ccccc3oc2=O)c2c(C)n(C)n(-c3ccccc3)c2=O)cc1 (centres undefined)	-2%	?	1%[9.27 µM]	-0.2%&0.0%	-12%&3%	9%	i	-2%&7%	2%&-6%

Entries listed so far containing an NH in an aromatic ring:
SMILES	MCF10A rerep	TGFb SMAD3 inh	Nrf2 inh	Nrf2 ARE act	HepG2 tox	EPAC2 antagonist	ATXN viability	A549 viability	ATXN2 expr inh
Cc1cccc(-n2c(O)c(/C=N/Nc3nc4c(c(=O)n(C)c(=O)n4C)n3C)c(=O)[nH]c2=S)c1	?	-1%	14%	-0.2%	4%	-6%	i	3%	1%
C=CC1CN2CCC1CC2c1[nH]c2ccccc2c1CCO (centres undefined)	-75%[inhibitor]	1%	4%	0.3%	-1%	0%	i	1%	-11%
CC1(C)c2[nH]c3ccccc3c2C[C@@H]2C(=O)N(Cc3ccccc3F)C(=O)N21	?	?	0%	5.6%	-16%	5%	i	8%	-29%

Single records, from the list above:
`O=[N+]([O-])c1ccc(N(CCO)CCO)c2c1no[n+]2[O-]` across the screens: MCF10A rerep = ·; TGFb SMAD3 inh = 7.1µM*; Nrf2 inh = ·; Nrf2 ARE act = -5.6%; HepG2 tox = -115%; EPAC2 antagonist = ?; ATXN viability = ·; A549 viability = ·; ATXN2 expr inh = ·
`Cc1c(C(=O)N2CCC3(CC2)OCCO3)oc2ccccc12` across the screens: MCF10A rerep = -1%; TGFb SMAD3 inh = -16%; Nrf2 inh = 14%; Nrf2 ARE act = 0.3%; HepG2 tox = 0%; EPAC2 antagonist = 6%; ATXN viability = i; A549 viability = 2%; ATXN2 expr inh = 2%

The results go on:
SMILES	MCF10A rerep	TGFb SMAD3 inh	Nrf2 inh	Nrf2 ARE act	HepG2 tox	EPAC2 antagonist	ATXN viability	A549 viability	ATXN2 expr inh
C=CCn1c(O)c(C(C)=NCCC(c2ccccc2)c2ccccc2)c(=O)[nH]c1=O	1%	0%	-17%	-0.9%	-6%	0%	i	1%	3%
CC1(C)OC(c2ccccc2)=C/C(=C/C=C2C(=O)NC(=O)NC2=O)O1	18µM*	76%[activator]	?	20%	-5%	3%	·	-9%	·
COc1cccc(C(c2nnnn2C(C)(C)C)N2CCC3(CC2)C(=O)NCN3c2ccccc2)c1OC (centres undefined)	·	-30%	·	3.9%	10%	-16%	·	·	?
C[n+]1c2cc(N)ccc2cc2ccc(N)cc21	3%&-37%	-100%&-99%	1.5µM*	-2.2%&-1.8%	-28%&-38%	·	·	?	3.2µM*
COC(=O)c1ccc(CN2CCN(Cc3ccccc3)CC2)cc1	-15%	-14%	·	0.0%	47%	6%	i	10%	-10%
Cc1cnc(NC(=O)CN2CCCCC2)s1	0%	7%	5%	-0.2%	1%	3%	i	-1%	4%
Cc1cc(C(=O)N2CCC3(CC2)OCCO3)no1	3%	18%	4%	0.3%	1%	1%	i	6%	6%
CN1C(=O)N(C)C(=O)C(CCc2ccncc2)(CCc2ccncc2)C1=O	-3%	1%	5%	-0.2%	0%	5%	i	-3%	5%
COc1cc([C@@H]2c3cc4c(cc3[C@H](OC(C)=O)[C@H]3COC(=O)[C@H]23)OCO4)cc(OC)c1OC	·	?	?	·	-44%	·	·	-4%	·
CCC(=O)OC(Cc1ccccc1)(c1ccccc1)C(C)CN(C)C (centres undefined)	2%	-1%	-1%	-0.1%	-14%	-10%	i	-7%	1%
C=CCn1c(O)c(C(C)=NCc2cc(OC)cc(OC)c2)c(=O)[nH]c1=O	?	-10%	7.3µM*	0.2%	7.1µM*	4%	i	0%	?
COc1cccc(-n2nnc3c(sc4nc(C)cc(C)c43)c2=O)c1	·	5%	?	3.2%	-7%	·	·	8%	·
CCn1c(O)c(C=NCCN2CCOCC2)c(=O)n(CC)c1=S	-2%	-14%	-12%	-1.1%	-38%	12%	i	14%	·
O=c1c2ccccc2nc(/C=C/c2ccc(O)cc2)n1-c1ccc(O)cc1	23µM*	-4%	-25%	11%	-40%	0%	·	-5%	·
COC(=O)C1=C(c2ccc(F)cc2OCc2ccccc2)C[C@@H]2CC[C@H]1N2C(=O)NCc1ccc([N+](=O)[O-])cc1	0%	?	?	1.1%	4%	?	?	-8%	-12%
COc1ccc(C(=O)Oc2c(CN3CCOCC3)cc(Cl)c3cccnc23)cc1OC	2%	-11%&-12%	3%&0%	-0.7%	-29%&-25%	4%	?	2%&-7%	?
O=C(c1cc2c(s1)CCCC2)N1CCC2(CC1)OCCO2	-1%	4%	?	0.4%	0%	-2%	i	-3%[1.84 µM]	46%[activator]
COc1ccc(CC2C(=O)N(c3ccccc3)C(=O)N(c3ccccc3)C2=O)c(OC)c1	17%	19%	13%	0.3%	-9%	-2%	i	-8%	7%
COc1ccccc1OCC(=O)N1CCCC(N2CCN(c3ccc(F)cc3)CC2)C1 (centres undefined)	0%	17%	-21%	0.1%	-1%	20%	i	2%	-2%
Cc1ccccc1-c1nc2ccccc2c(=O)n1C	-2%	-29%	8%	-0.7%	-2%	14%	i	0%	11%
COc1ccc(C=O)cc1	10%	28%	-7%	0.2%	-2%	-5%	i	-3%	3%
CSC1=NC(C)(C)CC2(C)Nc3ccccc3N12 (centres undefined)	-5%	-1%	8%	2.4%	-13%	5%	?	-6%	3%
CC(=O)N1CCN(CC(=O)Nc2ccc(C#N)c(Cl)c2)CC1	-2%	-15%	6%	-0.3%	-1%	0%	i	-7%	12%[11.3 µM]

These rows are one share of the data; count on the stated rates, not on these rows.
